Source: PubChem BioAssay
697 NFkB inh – lowers PMA/ionomycin-induced NF-kB signal in 697 B cells. 697 B-cell NF-kB luciferase reporter, 16 h. inhibition, % at 4 µM. actives 0.33% (n = 330,000); in the data active means inhibition above about 35%
SENP8 inh – blocks the human protease SENP8; purified SENP8, Z-RLRGG-aminoluciferin cleavage, luminescence; inhibition, % at 10 µM; actives 1.2% (n = 330,000)
UBC13 inh – inhibitors of human UBC13 polyubiquitin chain formation. TR-FRET. inhibition, % at 20 µM. actives 0.47% (n = 330,000). AID 485273; in the data active means inhibition above about 45%, passing the limit was not always enough
Target sequence (P61088 whole entry, looked up): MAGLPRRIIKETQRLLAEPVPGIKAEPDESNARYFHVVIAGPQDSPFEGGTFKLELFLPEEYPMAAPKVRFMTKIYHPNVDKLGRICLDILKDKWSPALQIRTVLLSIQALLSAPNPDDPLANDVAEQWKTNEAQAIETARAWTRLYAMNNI
Gli-Sufu antag – antagonists of Gli-Sufu signaling | inhibition, % at 5 µM | AID 588413 | actives 0.74% (n = 340,000) | Sufu-KO-LIGHT fibroblasts, Gli luciferase reporter luminescence;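 active means inhibition above about 55%, limit read from the data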;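 further: 0% = DMSO-treated cells and 100% = wells with medium but no cells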
Jurkat NFkB inh – inhibitors of the PMA/ionomycin-induced NF-kB reporter in Jurkat cells; PMA/ionomycin-induced NF-kB luciferase reporter, luminescence; inhibition, % at 4 µM; actives 0.53% (n = 330,000); AID 435003
Apaf1 inhib – human Apaf-1 inhibition | reconstituted apoptosome caspase-3 activity, DEVD-Rh110 fluorescence | inhibition, % at 20 µM | actives 0.71% (n = 330,000); active means inhibition of at least 40% at 20 µM;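 further: plate controls were DMSO wells for no effect and DEVD-CHO caspase inhibitor wells for full effect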
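Assay system: Apoptosome proteins | Medium: pH 7.5 Hepes buffer with CHAPS, BSA, DTT | Also added: Cytochrome c and DEVD-Rh110 substrate | Times: 30 min plus 50 min, RT | Detection: Rhodamine 110 fluorescence at Ex 480/Em 540 nm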
CCR6 antag – blocks CCL20-driven beta-arrestin recruitment at human CCR6; actives 0.49% (n = 340,000); P51684; inhibition, % at 20 µM; CHO-K1 CCR6 PathHunter beta-arrestin, luminescence, CCL20-stimulated;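 active means compounds whose inhibition of the agonist-driven luminescence signal at 20 µM reaches about 50%, limit read from the data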;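 further: cells stimulated with CCL20 at 14 nM final; plate controls were DMSO with CCL20 for no effect and DMSO without agonist for full effect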
Target sequence (P51684 whole entry, looked up): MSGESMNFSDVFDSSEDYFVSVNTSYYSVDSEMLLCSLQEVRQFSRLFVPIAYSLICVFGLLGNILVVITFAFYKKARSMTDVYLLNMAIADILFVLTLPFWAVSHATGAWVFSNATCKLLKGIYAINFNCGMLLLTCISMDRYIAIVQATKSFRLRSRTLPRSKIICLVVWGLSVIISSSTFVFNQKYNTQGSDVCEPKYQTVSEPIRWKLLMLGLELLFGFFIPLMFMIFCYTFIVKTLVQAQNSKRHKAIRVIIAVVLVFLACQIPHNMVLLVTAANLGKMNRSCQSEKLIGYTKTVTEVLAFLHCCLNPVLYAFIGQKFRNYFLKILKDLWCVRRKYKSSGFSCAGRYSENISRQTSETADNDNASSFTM
EBI2 antag – EBI2 (human) antagonism. P32249. EBI2 beta-arrestin recruitment, luminescence, 7a,25-OHC stimulated. inhibition, % at 5 µM. actives 0.81% (n = 360,000); in the data active means inhibition above about 38%;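 further: enzyme fragment complementation signal reports receptor beta-arrestin coupling in cells; 0% = agonist plus DMSO wells and 100% = wells without agonist; some results beyond the cut were filed as inactive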
Target sequence (P32249 whole entry, looked up, the tested form may be a part): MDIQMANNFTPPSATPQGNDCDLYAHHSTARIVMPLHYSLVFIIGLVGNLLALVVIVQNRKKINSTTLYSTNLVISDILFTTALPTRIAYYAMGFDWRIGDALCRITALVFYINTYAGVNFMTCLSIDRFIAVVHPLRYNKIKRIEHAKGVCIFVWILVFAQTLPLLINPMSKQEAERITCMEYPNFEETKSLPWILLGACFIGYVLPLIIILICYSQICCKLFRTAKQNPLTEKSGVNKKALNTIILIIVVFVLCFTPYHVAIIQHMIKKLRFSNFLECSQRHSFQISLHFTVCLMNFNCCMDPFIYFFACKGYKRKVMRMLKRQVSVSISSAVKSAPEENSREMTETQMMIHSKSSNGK
The depositor's hits bear a star; . = no result given; & = joins results of further samples. Unless noted, no stated cut-off is given here; in the data, active means inhibition above about 50%; inactive means the rest. An excerpt; count on the stated rates, not on these rows.

Screens by letter – A = 697 NFkB inh; B = SENP8 inh; C = UBC13 inh; D = Gli-Sufu antag; E = Jurkat NFkB inh; F = Apaf1 inhib; G = CCR6 antag; H = EBI2 antag
COc1ccc(C(=O)NNC(=S)NC(=O)c2ccc(OC)cc2)cc1
  A: 1	B: -8	C: -17	D: -11	E: -2	F: 7	G: 39	H: 16

CCc1c(C)nc2ncnn2c1N1CCN(S(=O)(=O)c2ccc(OC)cc2)CC1
  A: -43	B: 1	C: 0	D: 60*	E: 24	F: 5	G: 12	H: 6

Cc1ccc(OCCC(=O)OCC(=O)Nc2ccc(C)cc2Cl)cc1
  A: 6	B: 5	C: -2	D: -12	E: -6	F: 20	G: -10	H: 4

Cc1ccc(N/C(=C\C(=O)c2ccccc2)C(=O)O)cc1
  A: -52	B: 0	C: -2	D: -8	E: -70	F: 6	G: -1	H: -1

CCCc1cc(=O)oc2cc(C)cc(OCC(=O)NC3CC3)c12
  A: 18	B: 0	C: 12	D: -13	E: 0	F: 4	G: 8	H: -4

COc1ccc(C)cc1S(=O)(=O)N(CC(=O)Nc1cccc([N+](=O)[O-])c1)c1cc(C)cc(C)c1
  A: 2	B: -2	C: -4	D: 3	E: 3	F: 13	G: 20	H: 12

O=P(COCCCCCOCP(=O)(c1ccccc1)c1ccccc1)(c1ccccc1)c1ccccc1
  A: -25	B: -10	C: -8	D: 10	E: 8	F: 26	G: 19	H: -11

CC1CCCCC12NC(=O)N(CC(=O)Nc1ccccc1-c1ccccc1)C2=O (stereo not given)
  A: -1	B: -2	C: -4	D: 3	E: -5	F: 15	G: 14	H: -1

O=C(COc1ccccc1-c1ccccc1)NCc1cccc(Cl)c1
  A: -24	B: 1	C: 8	D: .	E: 1	F: 5	G: 23	H: 22

CCN1CCN(C(=O)CCCn2c(C)c3cnn(-c4ccccc4)c(=O)c3c2C)CC1
  A: 14	B: 3	C: 7	D: 1	E: 6	F: 4	G: 11	H: -3

CC(C)C(NC(=O)c1ccc(C(C)(C)C)cc1)C(=O)N1CCC(C(N)=O)CC1 (stereo not given)
  A: 6	B: 9	C: 0	D: -9	E: 6	F: -9	G: 6	H: -32

COc1ccccc1Sc1nc(-c2ccccn2)ncc1OC
  A: -20	B: -7	C: -9	D: 6	E: 1	F: 17	G: 28	H: 5

COc1cccc(CN(C(=O)c2ccco2)C2CCS(=O)(=O)C2)c1 (stereo not given)
  A: -4	B: -6	C: -8	D: -5	E: 2	F: 0	G: 7	H: -20

CCCCNc1c(-c2ccc(-c3cccc(Cl)c3)cc2)nc2ccccn12
  A: -29	B: 29	C: 22	D: -34	E: -33	F: 21	G: -4	H: 16&12

CC(C)(C)NC(=O)CN(C(=O)CS(=O)CC(=O)Nc1ccc(F)cc1)c1ccc(Cl)cc1 (stereo not given)
  A: 17	B: -1	C: -7	D: 0	E: -11	F: 3	G: 12	H: -1

CN(C)S(=O)(=O)c1cccc(-c2cn3ccccc3n2)c1
  A: 15	B: 2	C: 2	D: 1	E: -9	F: 5	G: 0	H: 0

O=C(NC1CCN(C(=O)NCc2ccccc2)CC1)c1ccco1
  A: -12	B: -7	C: -1	D: 5	E: -19	F: 7	G: 7	H: 0

CC1CCN(C(=O)CSc2nnc3ccccn23)CC1
  A: -21	B: -3	C: -2	D: -21	E: 5	F: 7	G: -1	H: -3

O=C1C(=O)N(c2ccccn2)C(c2cccc(F)c2)/C1=C(/O)c1ccccc1 (stereo not given)
  A: 0	B: -12	C: 1	D: 44	E: -29	F: 7	G: 2	H: 0

CSc1ncc(C(=O)Nc2ccc(Cl)cc2)c(C)n1
  A: 3	B: 0	C: 4	D: -18	E: 16	F: 4	G: 11	H: -9

N#Cc1c(NCc2ccccc2)ccnc1NCc1cccnc1
  A: 0	B: -6	C: -26	D: 37	E: 27	F: 1	G: 8	H: 4

COc1ccc(CCNC(=O)CSc2nc(O)c(CCC(C)C)c(=O)[nH]2)cc1OC
  A: 2	B: 2	C: -3	D: -5	E: 11	F: -4	G: -8	H: -11

CC(Sc1nnc(-c2ccccc2Br)o1)C(=O)N1CCOCC1 (stereo not given)
  A: 2	B: -1	C: 3	D: 11	E: -4	F: 11	G: 3	H: 1

CC(C)n1cc(C(=O)NC2CC(C)(C)Cc3c2cnn3-c2ccccc2)cn1 (stereo not given)
  A: 13	B: 8	C: 4	D: 9	E: 19	F: -11	G: 1	H: -3

Brc1ccccc1OCCCCN1CCCCC1
  A: 5	B: 6	C: -1	D: .	E: -7	F: 1	G: 9	H: 4

COc1ccc(C(=O)n2c(SC)nc3cc4c(cc32)OCCO4)cc1
  A: -5	B: -11	C: 21	D: 4	E: -22	F: -8	G: 8	H: 4

COc1ccc(S(=O)(=O)N(C)C[C@H]2Oc3c(NC(=O)Nc4c(C)noc4C)cccc3C(=O)N([C@@H](C)CO)C[C@H]2C)cc1
  A: 0	B: 12	C: 5	D: -2	E: -2	F: -13	G: -3	H: 0

CC(C)(CNC(=O)c1ccc(S(=O)(=O)Nc2ccc(Cl)cc2)cc1)N1CCOCC1
  A: -2	B: 1	C: 6	D: 7	E: -11	F: -5	G: 10	H: -3

O=[N+]([O-])c1ccc(N2CCCC2)nc1
  A: 4	B: 5	C: -4	D: -1	E: -3	F: -6	G: 15	H: -2

CC(C)[C@@H](NC(=O)OC(C)(C)C)C(=O)NCC1CCC(C(=O)N[C@@H](Cc2ccccc2)C(=O)O)CC1 (stereo not given in full)
  A: -9	B: -5	C: -2	D: 9	E: -21	F: 2	G: -8	H: -10

CCOc1ccccc1NC(=O)NC1CCCc2ccccc21 (stereo not given)
  A: -3	B: -1	C: 8	D: 13	E: 2	F: 11	G: 5	H: 8

CCOc1ccc(C(=O)C2CCN(CC(=O)Nc3nccs3)CC2)cc1
  A: 3	B: -5	C: 0	D: -13	E: 13	F: 10	G: 10	H: 9

COc1cc(C(=O)NCCNc2nc3c(C)c(C)ccc3cc2C#N)cc(OC)c1OC
  A: 7	B: 9	C: 36	D: 7	E: 10	F: -11	G: 9	H: -8

Brc1ccc(OCc2nc(-c3ccccn3)n[nH]2)cc1
  A: -17	B: -7	C: -20	D: -7	E: -2	F: 7	G: 16	H: -6

CC(NC(=O)c1cccnc1)c1ccc2c(c1)OCO2 (stereo not given)
  A: -21	B: -4	C: -2	D: 7	E: 3	F: -12	G: -8	H: 0

Cc1ccc(N(Cc2ccccc2)C(=O)c2ccc(Cl)c(S(=O)(=O)N3CCOCC3)c2)cc1
  A: -10	B: 3	C: 2	D: 6	E: 9	F: 27	G: 15	H: 13

CC(C)(C)OC(=O)NC1CC2CCCC(C1)N2Cc1ccccc1 (stereo not given)
  A: -5	B: -10	C: -1	D: 28	E: -4	F: 1	G: -10	H: 7

CCC(C(=O)OCC(=O)Nc1ccc(Cl)c(S(=O)(=O)N(C)C)c1)c1ccccc1 (stereo not given)
  A: -2	B: -5	C: 4	D: -7	E: 10	F: 6	G: 24	H: 13

CCOc1ccc(-n2ccc(=O)c(C(=O)Nc3ccc(S(=O)(=O)Nc4nccs4)cc3)n2)cc1
  A: 4	B: -5	C: -13	D: 11	E: -4	F: 12	G: 19	H: -6

Cc1ccc(C(=O)NCc2ccco2)cc1S(=O)(=O)N1CCCCC1
  A: 0	B: -20	C: -11	D: -1	E: 0	F: 8	G: 14	H: -2

COc1cc(C(=O)OCc2cccc(OC)c2OC)ccc1OCC(=O)N1CCOCC1
  A: 10	B: -3	C: 4	D: 5	E: 15	F: -10	G: 7	H: -8

CC(C)OC(=O)c1cc2ccccc2[nH]1
  A: -3	B: -6	C: 8	D: -22	E: -7	F: 1	G: -7	H: -11

CSc1nc(C)c(Oc2ccccc2)c(=O)n1C
  A: 16	B: 0	C: -7	D: -3	E: 2	F: 1	G: 16	H: 0

CCCn1nc(C(=O)OCC(=O)c2ccc3c(c2)NC(=O)CO3)c2ccccc2c1=O
  A: 23	B: 3	C: 8	D: 7	E: 1	F: 19	G: -5	H: -3

CCOC(=O)c1c(Nc2ccccc2OCCOC)n[nH]c1C
  A: -14	B: -1	C: -2	D: 20	E: 1	F: -7	G: 6	H: -6

Ordered by length of the SMILES (lowest first): 4 of the compounds above
Screens by letter – A = 697 NFkB inh; B = SENP8 inh; C = UBC13 inh; D = Gli-Sufu antag; E = Jurkat NFkB inh; F = Apaf1 inhib; G = CCR6 antag; H = EBI2 antag
CSc1nc(C)c(Oc2ccccc2)c(=O)n1C
  A: 16	B: 0	C: -7	D: -3	E: 2	F: 1	G: 16	H: 0

CCOC(=O)c1c(Nc2ccccc2OCCOC)n[nH]c1C
  A: -14	B: -1	C: -2	D: 20	E: 1	F: -7	G: 6	H: -6

CCOc1ccc(C(=O)C2CCN(CC(=O)Nc3nccs3)CC2)cc1
  A: 3	B: -5	C: 0	D: -13	E: 13	F: 10	G: 10	H: 9

CCOc1ccc(-n2ccc(=O)c(C(=O)Nc3ccc(S(=O)(=O)Nc4nccs4)cc3)n2)cc1
  A: 4	B: -5	C: -13	D: 11	E: -4	F: 12	G: 19	H: -6

(more compounds)
Screens by letter – A = 697 NFkB inh; B = SENP8 inh; C = UBC13 inh; D = Gli-Sufu antag; E = Jurkat NFkB inh; F = Apaf1 inhib; G = CCR6 antag; H = EBI2 antag
COc1ccccc1NC(=O)/C=C\C(=O)O
  A: 11	B: 1	C: 2	D: -5	E: 6	F: -10	G: 1	H: -1

O=C(NNC(=O)c1ccccc1F)c1ccc(S(=O)(=O)N2CCCC2)cc1
  A: 12	B: -9	C: -2	D: -8	E: 4	F: 4	G: 13	H: -2

O=C(NCc1ccccc1)c1ccc2nc(-c3ccco3)c(-c3ccco3)nc2c1
  A: -11	B: 12	C: -24	D: 4	E: 0	F: 65*	G: 25	H: 12

CN1c2ccccc2C2(C)CCCC3=Cc4cc([N+](=O)[O-])cc([N+](=O)[O-])c4OC312 (stereo not given)
  A: -8	B: -12	C: -18	D: 21	E: 3	F: 4	G: 20	H: 22

Cc1ccc(S(=O)(=O)N2CCCCC2)cc1NC(=O)CSc1ncn[nH]1
  A: -8	B: 2	C: 2	D: -3	E: -3	F: 1	G: 15	H: -3

COc1ccc(OCC(O)Cn2c(N3CCCCC3)nc3c2c(=O)[nH]c(=O)n3C)cc1 (stereo not given)
  A: 9	B: 4	C: 3	D: 6	E: 2	F: -12	G: -6	H: -5

O=C(NC1CCCC1)C(c1ccncc1)N(C(=O)c1csnn1)c1ccccc1 (stereo not given)
  A: 3	B: -6	C: -2	D: -13	E: -8	F: -1	G: 2	H: -7

CN(CC(=O)Nc1ccc(F)c(F)c1F)C(=O)c1ccc(-n2cncn2)c([N+](=O)[O-])c1
  A: 28	B: 9	C: -3	D: -8	E: -5	F: -4	G: -2	H: 3

CCC(=O)Nc1nc(C)c(C(=O)N2CCCCC2)s1
  A: -21	B: 1	C: 1	D: 0	E: -28	F: 2	G: 10	H: -7

Entries listed so far containing a nitro group on carbon (4):
Screens by letter – A = 697 NFkB inh; B = SENP8 inh; C = UBC13 inh; D = Gli-Sufu antag; E = Jurkat NFkB inh; F = Apaf1 inhib; G = CCR6 antag; H = EBI2 antag
COc1ccc(C)cc1S(=O)(=O)N(CC(=O)Nc1cccc([N+](=O)[O-])c1)c1cc(C)cc(C)c1
  A: 2	B: -2	C: -4	D: 3	E: 3	F: 13	G: 20	H: 12

O=[N+]([O-])c1ccc(N2CCCC2)nc1
  A: 4	B: 5	C: -4	D: -1	E: -3	F: -6	G: 15	H: -2

CN1c2ccccc2C2(C)CCCC3=Cc4cc([N+](=O)[O-])cc([N+](=O)[O-])c4OC312 (stereo not given)
  A: -8	B: -12	C: -18	D: 21	E: 3	F: 4	G: 20	H: 22

CN(CC(=O)Nc1ccc(F)c(F)c1F)C(=O)c1ccc(-n2cncn2)c([N+](=O)[O-])c1
  A: 28	B: 9	C: -3	D: -8	E: -5	F: -4	G: -2	H: 3
